Assay outcomes as filed in PubChem BioAssay.
ADAM17 inh: ADAM17 inhibition, QFRET primary screen; actives 0.83% (n = 370,000); inhibition, % at 6.95 µM; recombinant ADAM17, EDANS/DABCYL FRET peptide cleavage; P78536; AID 720648;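 active = inhibition above the mean of compounds lying between control limits plus 3 SD, set per campaign, cut at about 8.5% in these data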;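 note: 0% = DMSO-only wells as the low control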
sPLA2-III inh: Inhibits HGIII-sPLA2 liposome hydrolysis, primary screen; Q9NZ20; QFRET BODIPY PC-A2 liposome hydrolysis, fluorescence; inhibition, % at 12.2 µM; actives 0.56% (n = 370,000);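 active = inhibition above mean plus 3 SD of compounds lying within the high and low control bounds, cut at about 19% in these data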;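 note: 0% = median of test compound wells and 100% = no enzyme DMSO wells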
PLCb3 inh: PLC-beta3 (human) inhibition, primary screen; Purified PLC-beta3, fluorogenic substrate, fluorescence; Q01970; inhibition, % at 12.2 µM; actives 0.18% (n = 370,000); in the data active = inhibition above about 11%;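 note: 0% = median of compound wells on plate and 100% = full blocker control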
DAX1 inh-1: inhibitors of DAX1 repression of SF-1 activated StAR promoter; AID 652010; actives 1.1% (n = 370,000); HEK293T StAR-luciferase reporter, SF-1/DAX-1 repression relief; inhibition, % at 6.8 µM;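 active = inhibition above the mean over all tested compounds plus 3 SD, cut at about 3.6% in these data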;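 note: 0% = DAX-1 cells with DMSO and 100% = cells lacking DAX-1 with DMSO; higher inhibition means more luminescence from relief of DAX-1 repression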
hcDAF12 agonist: activators of H. contortus DAF-12 nuclear receptor. actives 1.4% (n = 370,000). HEK293 hcDAF-12 lit1-tk-luc reporter, luminescence; 0% DMSO, 100% Δ7-dafachronic acid. activation, % at 6.8 µM;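 active = activation above the mean of all tested compounds plus 3 SD, cut at about 5.5% in these data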;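 note: 100% = response to 3 µM Δ7-dafachronic acid high control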
DAX1 inh-2: inhibitors of human orphan nuclear receptor DAX1 (NR0B1); P51843; HEK293 Gal4-DAX1 luciferase reporter, luminescence; inhibition, % at 6.75 µM; actives 0.99% (n = 340,000); AID 504766;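 active = inhibition above the mean over all tested compounds plus 3 SD, cut at about 4.2% in these data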;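 note: 0% = DAX1-transfected cells with DMSO and 100% = empty-vector control cells with DMSO; inhibition shows as a rise in luminescence from relieved DAX1 repression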
Target sequence (P51843 207-470 limits assumed): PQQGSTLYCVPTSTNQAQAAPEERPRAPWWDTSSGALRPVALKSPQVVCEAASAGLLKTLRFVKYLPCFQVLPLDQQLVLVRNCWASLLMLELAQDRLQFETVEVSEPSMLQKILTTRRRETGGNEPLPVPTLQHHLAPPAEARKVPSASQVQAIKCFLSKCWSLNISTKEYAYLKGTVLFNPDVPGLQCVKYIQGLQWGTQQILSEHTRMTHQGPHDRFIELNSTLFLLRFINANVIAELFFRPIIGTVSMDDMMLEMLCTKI
ssDAF-12 act: S. stercoralis DAF-12 activation, primary screen; activation, % at 6.8 µM; AID 652126; actives 1% (n = 370,000); HEK293 ssDAF-12/GRIP1 lit1-tk-luc reporter, luminescence; % of 3 µM dafachronic acid response;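 active = activation above the mean over all tested compounds plus 3 SD, cut at about 0.9% in these data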;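 note: 0% = DMSO-only wells and 100% = 3 µM delta7-dafachronic acid wells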
ADAM10 inh: inhibits human ADAM10; actives 0.62% (n = 370,000); inhibition, % at 7 µM; O14672; recombinant ADAM10, EDANS/DABCYL FRET peptide cleavage, 3 h; AID 720582;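 active = inhibition above a per-campaign cutoff equal to the mean of compounds falling between control-based bounds plus 3 SD, cut at about 20% in these data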;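 note: 0% = DMSO wells while the 100% control is not disclosed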
Target sequence (O14672 214-748 limits assumed): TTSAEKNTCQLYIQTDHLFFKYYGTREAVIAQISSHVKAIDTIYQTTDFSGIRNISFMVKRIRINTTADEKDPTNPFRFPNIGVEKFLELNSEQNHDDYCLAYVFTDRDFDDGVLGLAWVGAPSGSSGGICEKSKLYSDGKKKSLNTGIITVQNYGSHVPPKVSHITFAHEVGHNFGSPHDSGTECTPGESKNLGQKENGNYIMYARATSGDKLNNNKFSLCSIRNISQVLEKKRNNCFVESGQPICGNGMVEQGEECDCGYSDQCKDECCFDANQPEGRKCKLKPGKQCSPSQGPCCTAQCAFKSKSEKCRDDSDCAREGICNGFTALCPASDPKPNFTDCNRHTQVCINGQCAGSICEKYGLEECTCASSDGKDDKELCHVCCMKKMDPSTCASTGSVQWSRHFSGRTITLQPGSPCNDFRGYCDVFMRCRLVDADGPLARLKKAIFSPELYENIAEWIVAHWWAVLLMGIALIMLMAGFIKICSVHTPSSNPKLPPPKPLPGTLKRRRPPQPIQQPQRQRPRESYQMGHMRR
hgDAF12 agonist: agonists of H. glycines DAF-12 nuclear receptor. HEK293 GAL4-hgDAF12 UAS-luciferase reporter, agonist luminescence; normalized to butyrate control. activation, % at 6.8 µM. actives 1.8% (n = 370,000);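 active = activation above a cutoff set at the mean of all screened compounds plus 3 SD, cut at about 10% in these data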;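 note: 0% = DMSO wells and 100% = sodium butyrate wells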
PLC-gamma1 inh: PLC-gamma1 (human) inhibition, primary screen | AID 720700 | P19174 | actives 0.84% (n = 370,000) | inhibition, % at 12.2 µM | purified PLC-gamma1, fluorogenic substrate, fluorescence; in the data active = inhibition above about 9.5%
FXN GAA850 act: frataxin GAA850 promoter activation; HEK293 lucGAA850 FXN promoter luciferase reporter, 24 h; percent of 10 µM SAHA response; activation, % at 6 µM; actives 0.56% (n = 360,000);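 active = activation above the average of all compounds screened plus 3 SD, cutoff fixed separately per campaign, cut at about 7.5% in these data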;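 note: 0% = DMSO wells and 100% = 10 µM SAHA wells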
An asterisk follows results filed as active; i = inactive; . = not tested or not shown.

Screens by letter: A = ADAM17 inh; B = sPLA2-III inh; C = PLCb3 inh; D = DAX1 inh-1; E = hcDAF12 agonist; F = DAX1 inh-2; G = ssDAF-12 act; H = ADAM10 inh; I = hgDAF12 agonist; J = PLC-gamma1 inh; K = FXN GAA850 act
Cc1csc(NC(=O)CSc2nc(C(C)C)nc3ccccc23)n1
  A = 2	B = 2	C = -8	D = -0.5	E = -2.9	F = -1.0	G = -0.1	H = 2	I = -1.5	J = 2	K = -2.8
COC(=O)c1ccc(C)c(NC(=O)COC(=O)C2CC3CCCC(C2)C3=O)c1 (stereo unspecified)
  A = -2	B = 4	C = -3	D = 1.1	E = -0.2	F = 0.8	G = -1.2	H = -5	I = -1.2	J = 3	K = 0.1
O=C(Nc1scc(-c2ccccc2)c1C(=O)O)c1ccc(F)cc1
  A = -1	B = -8	C = -85	D = 0.4	E = 2.5	F = -0.2	G = -0.9	H = 3	I = 3.4	J = -79	K = 3.5
O=C(Cn1cc([N+](=O)[O-])cn1)NCc1ccccc1Cl
  A = 1	B = 2	C = -3	D = 0.1	E = -1.2	F = -0.5	G = -1.2	H = -1	I = 0.5	J = 3	K = 0.6
Cn1c(NC(=O)/C=C/c2c(F)cccc2Cl)cc(=O)n(C)c1=O
  A = -1	B = -1	C = 3	D = -0.4	E = -1.7	F = .	G = -1.7	H = -2	I = -2.6	J = 0	K = 3.2
O=C(Nc1ccn(Cc2c(F)c(F)cc(F)c2F)n1)c1ccc(COc2cc(Cl)ccc2Cl)o1
  A = -2	B = -6	C = 1	D = -1.4	E = -1.9	F = -1.2	G = -1.9	H = 0	I = -1.0	J = -1	K = 0.0
CC(=O)Nc1ccc(OC/C=C(\C)Cl)cc1
  A = -5	B = -7	C = 1	D = 0.2	E = 0.1	F = -0.5	G = -0.7	H = -5	I = 2.0	J = 3	K = 3.3
Cn1cnnc1SCC(=O)Nc1c(F)cc(F)cc1Br
  A = 4	B = 2	C = 0	D = 0.4	E = -1.4	F = 2.3	G = -0.7	H = 8	I = -0.6	J = 3	K = 0.2
S=c1nc[nH]c2c1[nH]c1ccccc12
  A = -1	B = 6	C = -10	D = 0.4	E = 4.9	F = 2.1	G = 0.5	H = -9	I = 0.0	J = -7	K = -0.4
COc1ccc(CCN(C(=O)C(F)(F)F)C(C(=O)NC2CCCCC2)c2ccc(C)s2)cc1 (stereo unspecified)
  A = 9.1*	B = 2	C = 8	D = 0.1	E = 0.6	F = 1.3	G = -0.7	H = 3	I = 2.9	J = 11*	K = 1.4
CCOC(=O)c1cccc(NC(=O)CN(C)S(=O)(=O)c2ccc(-c3cocn3)s2)c1
  A = 9.3*	B = -3	C = 2	D = -0.4	E = -1.4	F = .	G = 0.7	H = 8	I = 1.8	J = 6	K = .
Cc1nn(-c2ccccc2)nc1C(=O)OCC(=O)N1CCC(C)CC1
  A = -3	B = 13	C = 1	D = 1.2	E = -1.4	F = 0.4	G = -0.7	H = -19	I = -0.3	J = 2	K = 2.1
COc1ccc(C(=O)OC2CCCCC2CN(C)C)cc1 (stereo unspecified)
  A = 5	B = 15	C = -5	D = 0.7	E = -1.9	F = 0.2	G = -1.1	H = -5	I = 0.4	J = 4	K = -0.2
O=C(NC(=O)N1CCCCCC1)c1ccc(Cl)cc1
  A = -6	B = 6	C = -2	D = -1.1	E = -1.3	F = -0.3	G = -0.9	H = 2	I = 1.3	J = 0	K = 3.0
COc1ccc(NC2CCCN(C(=O)c3ccc4[nH]c(C)c(C)c4c3)C2)cc1 (stereo unspecified)
  A = 0	B = -2	C = -8	D = -1.0	E = -3.2	F = 0.2	G = -1.6	H = 4	I = -0.1	J = -4	K = 1.7

Sorted by molecular weight (lowest first): part of the list above.
Screens by letter: A = ADAM17 inh; B = sPLA2-III inh; C = PLCb3 inh; D = DAX1 inh-1; E = hcDAF12 agonist; F = DAX1 inh-2; G = ssDAF-12 act; H = ADAM10 inh; I = hgDAF12 agonist; J = PLC-gamma1 inh; K = FXN GAA850 act
S=c1nc[nH]c2c1[nH]c1ccccc12
  A = -1	B = 6	C = -10	D = 0.4	E = 4.9	F = 2.1	G = 0.5	H = -9	I = 0.0	J = -7	K = -0.4
O=C(NC(=O)N1CCCCCC1)c1ccc(Cl)cc1
  A = -6	B = 6	C = -2	D = -1.1	E = -1.3	F = -0.3	G = -0.9	H = 2	I = 1.3	J = 0	K = 3.0
COC(=O)c1ccc(C)c(NC(=O)COC(=O)C2CC3CCCC(C2)C3=O)c1 (stereo unspecified)
  A = -2	B = 4	C = -3	D = 1.1	E = -0.2	F = 0.8	G = -1.2	H = -5	I = -1.2	J = 3	K = 0.1

The results go on:
Screens by letter: A = ADAM17 inh; B = sPLA2-III inh; C = PLCb3 inh; D = DAX1 inh-1; E = hcDAF12 agonist; F = DAX1 inh-2; G = ssDAF-12 act; H = ADAM10 inh; I = hgDAF12 agonist; J = PLC-gamma1 inh; K = FXN GAA850 act
Cc1ccc(OCCOC(=O)c2c(-c3ccccc3)noc2C)cc1
  A = 0	B = -1	C = -9	D = -0.4	E = -0.3	F = -1.2	G = -1.3	H = 1	I = -2.2	J = 1	K = -2.0
CCCS(=O)(=O)N1CCCC(C(=O)NCCN(Cc2ccccc2)C(C)C)C1 (stereo unspecified)
  A = 2	B = 0	C = 3	D = -0.1	E = -0.3	F = 0.0	G = -1.4	H = 0	I = 2.7	J = 1	K = 0.2
CCC(Sc1nc(N)cc(N)n1)C(=O)O (stereo unspecified)
  A = 4	B = 0	C = 4	D = 0.2	E = -0.2	F = -0.3	G = -0.3	H = 1	I = -1.1	J = 5	K = -2.8
O=C(Cn1nc(-c2ccccc2)ccc1=O)Nc1cccc(NC(=O)c2ccccn2)c1
  A = 4	B = 3	C = 0	D = 0.8	E = -0.2	F = .	G = -1.0	H = 10	I = 0.5	J = 5	K = .
Cc1cc(C)c(S(=O)(=O)N2CCN(C(=O)CCOc3ccccc3C)CC2)c(C)c1
  A = -3	B = -1	C = -3	D = -1.1	E = 0.1	F = 0.7	G = -0.5	H = -11	I = -0.8	J = 2	K = 0.6
Cc1cccc(C2=NN(c3ccc(Br)cc3)[C@@H](C(=O)N3CCOC3=O)[C@@H]2c2ccc(F)cc2)c1
  A = -208	B = -12	C = i	D = -0.5	E = -1.6	F = 0.5	G = -0.9	H = i	I = 0.6	J = i	K = -1.5
Cc1ccc(NC(=O)CS(=O)CC(=O)N(CC(=O)NC2CCCC2)c2ccc3c(c2)OCCO3)cc1 (stereo unspecified)
  A = -6	B = -1	C = -1	D = -0.2	E = -0.6	F = -0.4	G = -1.2	H = -6	I = 7.0	J = -3	K = 1.9
CCN(CC)CCc1c(C)[nH]c(C(=O)OCc2ccccc2)c1C
  A = -1	B = 8	C = 0	D = 0.0	E = -0.6	F = 0.0	G = -1.4	H = 3	I = -1.3	J = -2	K = -3.3
CCOc1ccc(C(=O)NCC(=O)OCC(=O)NC2CCCC2)cc1
  A = -2	B = 0	C = 4	D = -0.4	E = 0.5	F = 2.3	G = -0.7	H = 4	I = -0.2	J = -2	K = 1.4
CC(=O)c1ccc(NC(=O)CN2CCC(NC(=O)C3CCCCC3)CC2)cc1
  A = 3	B = 0	C = -4	D = 0.0	E = 1.8	F = -0.4	G = -1.9	H = 4	I = -3.6	J = 3	K = 2.2
Fc1cccc(NC(=S)NNc2ccccc2)c1
  A = -2	B = 6	C = 0	D = -0.5	E = 4.6	F = 0.1	G = 0.2	H = 3	I = 1.6	J = 3	K = -2.6
CC(C)(C)n1nnnc1C(c1cc2ccccc2o1)N1CCOCC1 (stereo unspecified)
  A = -4	B = 5	C = 3	D = 1.5	E = 1.0	F = .	G = -0.4	H = -8	I = 0.3	J = 1	K = .
C[C@H](O)[C@@H]1CN2CCc3c([nH]c4ccccc34)[C@@H]2C[C@@H]1N(C)CC1CCCCC1
  A = -1	B = -19	C = 4	D = 0.0	E = -1.2	F = .	G = -0.9	H = -3	I = 3.0	J = 2	K = .
O=c1[nH]c2c(c(=O)n1Cc1ccccc1)CCC2
  A = -6	B = -3	C = 2	D = 0.0	E = -1.5	F = -1.1	G = -1.3	H = -1	I = 1.2	J = 7	K = 0.9
Cn1c(CCN2CCCCC2)nc2cc(NC(=O)C3CCCCC3)ccc21
  A = -31	B = -5	C = 4	D = -1.0	E = -3.0	F = -1.4	G = -1.3	H = -105	I = -2.3	J = 8	K = 2.8

The last two compounds of the part above come first, to join the parts:
Screens by letter: A = ADAM17 inh; B = sPLA2-III inh; C = PLCb3 inh; D = DAX1 inh-1; E = hcDAF12 agonist; F = DAX1 inh-2; G = ssDAF-12 act; H = ADAM10 inh; I = hgDAF12 agonist; J = PLC-gamma1 inh; K = FXN GAA850 act
O=c1[nH]c2c(c(=O)n1Cc1ccccc1)CCC2
  A = -6	B = -3	C = 2	D = 0.0	E = -1.5	F = -1.1	G = -1.3	H = -1	I = 1.2	J = 7	K = 0.9
Cn1c(CCN2CCCCC2)nc2cc(NC(=O)C3CCCCC3)ccc21
  A = -31	B = -5	C = 4	D = -1.0	E = -3.0	F = -1.4	G = -1.3	H = -105	I = -2.3	J = 8	K = 2.8
CN(C)c1ccc([N+](=O)[O-])cc1C(=O)NCC(c1ccco1)N(C)C (stereo unspecified)
  A = -5	B = 2	C = -26	D = -0.2	E = 1.7	F = 0.4	G = -0.4	H = -5	I = -1.1	J = -15	K = 0.4
CCOc1ccccc1NC(=O)NNS(=O)(=O)c1ccc([N+](=O)[O-])cc1
  A = 3	B = -18	C = 1	D = 0.1	E = 0.0	F = 1.0	G = -0.8	H = -14	I = 0.9	J = 5	K = 0.9
CCCc1nn(C)c2c(=O)[nH]c(-c3cc(S(=O)(=O)N(CCO)CCO)ccc3OCC)nc12
  A = -2	B = 3	C = -8	D = 0.3	E = 0.3	F = -1.6	G = -1.6	H = -1	I = -1.9	J = 1	K = 0.2
O=C(Nc1ccccc1)C1=C[C@H](c2coc3ccccc3c2=O)C[C@H](OCc2ccc(CO)cc2)O1
  A = 5	B = -18	C = -2	D = -0.5	E = -0.1	F = 0.0	G = -0.7	H = 8	I = -1.2	J = 1	K = 0.9
CC(NC(=O)Nc1cccnc1)(C(F)(F)F)C(F)(F)F
  A = -3	B = 0	C = -3	D = 0.1	E = -1.0	F = 2.3	G = -1.2	H = -6	I = 0.0	J = 1	K = -3.1
CC(=O)OCC(=O)Nc1ccccc1OC(F)F
  A = 0	B = 1	C = 0	D = 0.2	E = 0.5	F = 1.8	G = -1.6	H = 6	I = 2.4	J = -2	K = 2.4
